procasp7 counter = counter-screen: procaspase-7 (human) activation; recombinant procaspase-7, Ac-DEVD-pNA absorbance 405 nm; D23A/D198A/D206A triple mutant, cannot self-cleave; scale: DMSO 0, 5 µM enzyme 100; AID 463210; activation, % at 8.5 µM; 330,000 tested, 0.093% active; P55210;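 active means percent activation above the screen-wide mean plus 3 SD, cut at about 25% in these data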
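signal = Epi-absorbance of released pNA at 405 nm, two timepoints | assay system = Uncleavable procaspase-7 mutant enzyme | reagent = Ac-DEVD-pNA substrate, 400 µM as added | times = 1 h enzyme–compound preincubation and 2 h substrate reaction, both 25 °C | benchmarks = low DMSO alone, high DMSO plus 5 µM PC-7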
GASC-1 inh = inhibitors of human GASC-1 (JMJD2C) demethylase. Q9H3R0. GST-JMJD2C(1-420) H3K9me3 demethylation, DELFIA europium. inhibition, % at 2.35 µM. 330,000 tested, 0.069% active. AID 2099;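 active means more than half of a compound's replicate wells show inhibition beyond 50%, single wells judged on their own value; inconclusive means some, but no more than half, of replicates pass 50% inhibition; inactive means no replicate passes 50% inhibition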;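 further: signal counts dimethyl H3K9 product captured on neutravidin plate; 0% = median of DMSO wells and 100% = 0.3 times that DMSO median; strong numbers were not always called active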
LAP4-GFP MLPCN = yeast TOR pathway LAP4-GFP modulation | S. cerevisiae LAP4-GFP multiplex, flow cytometry GFP, 3 h; median GFP as percent of DMSO wells | GFP response vs DMSO, % at 10 µM | 320,000 tested, 0.34% active;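 active means GFP response vs DMSO above a set limit, about the screen mean plus 3 SD, cut at about 150% in these data; inconclusive means under 70 cell events counted for the yeast strain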
RPL19A-GFP yeast = modulators of TOR pathway RPL19A-GFP in S. cerevisiae; S. cerevisiae RPL19A-GFP strain, flow cytometry, 3 h; hits give low values; percent response vs DMSO, % at 10 µM; 330,000 tested, 0.3% active;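 active means percent response vs DMSO below 50%; inconclusive means fewer than 70 events counted for the yeast strain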;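 further: median channel GFP fluorescence of the barcoded RPL19A-GFP strain; ratio of sample median GFP to plate DMSO average so 100% = DMSO; lower means less RPL19A-GFP as with rapamycin TOR inhibition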
MEP2-GFP yeast = alters MEP2-GFP fluorescence in TOR pathway yeast screen; 330,000 tested, 0.51% active; GFP response vs DMSO, % at 10 µM; AID 2016; S. cerevisiae MEP2-GFP strain, flow cytometry GFP, 3 h; 100% = DMSO control level;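 active means GFP response versus DMSO above a set limit, roughly screen mean plus 3 SD, cut at about 180% in these data; inconclusive means fewer than 70 cells counted for a yeast strain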;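 further: median GFP fluorescence of the barcode-gated MEP2-GFP cells per well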
Yeast superoxide = lowers age-related superoxide in aged yeast cells. S. cerevisiae aged cells, superoxide DHE fluorescence; hits give low values. superoxide response (% of plate mean), % at 10 µM. 330,000 tested, 0.18% active;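 active means superoxide response under a set limit, about three screen SD below normal, cut at about 65% in these data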;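 further: yeast aged for seven days with compound at 30 °C before DHE staining; 100% = average MFI of all compound-treated wells on the plate with controls excluded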
proCasp3 act = activators of human procaspase-3; recombinant procaspase-3 D3A, Ac-DEVD-pNA absorbance 405 nm; activation, % at 8.5 µM; 330,000 tested, 0.11% active;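 active means activation above the mean of all tested compounds plus 3 SD, cut at about 21% in these data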;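 further: 0% = DMSO alone and 100% = DMSO wells spiked with extra 5 µM PC-3 D3A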
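Assay system: Autoprocessing-dead procaspase-3 D3A mutant enzyme; also added: Ac-DEVD-pNA; doses: one concentration, 8.5 µM nominal, 0.8% DMSO; times: 1 h compound preincubation, 2 h substrate hydrolysis at 25 °C; technique: 405 nm absorbance of p-nitroaniline, reads at 0 and 120 min; measure: % activation between DMSO and enzyme-spiked controls; repeats: single replicate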
AHR act = activators of human aryl hydrocarbon receptor; P35869; AHR-responsive luciferase reporter cells, luminescence; activation, % at 5 µM; 320,000 tested, 2.5% active; in the data active means activation above about 47%;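 further: 0% = vehicle wells and 100% = reference agonist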
Target sequence (P35869 whole entry, looked up): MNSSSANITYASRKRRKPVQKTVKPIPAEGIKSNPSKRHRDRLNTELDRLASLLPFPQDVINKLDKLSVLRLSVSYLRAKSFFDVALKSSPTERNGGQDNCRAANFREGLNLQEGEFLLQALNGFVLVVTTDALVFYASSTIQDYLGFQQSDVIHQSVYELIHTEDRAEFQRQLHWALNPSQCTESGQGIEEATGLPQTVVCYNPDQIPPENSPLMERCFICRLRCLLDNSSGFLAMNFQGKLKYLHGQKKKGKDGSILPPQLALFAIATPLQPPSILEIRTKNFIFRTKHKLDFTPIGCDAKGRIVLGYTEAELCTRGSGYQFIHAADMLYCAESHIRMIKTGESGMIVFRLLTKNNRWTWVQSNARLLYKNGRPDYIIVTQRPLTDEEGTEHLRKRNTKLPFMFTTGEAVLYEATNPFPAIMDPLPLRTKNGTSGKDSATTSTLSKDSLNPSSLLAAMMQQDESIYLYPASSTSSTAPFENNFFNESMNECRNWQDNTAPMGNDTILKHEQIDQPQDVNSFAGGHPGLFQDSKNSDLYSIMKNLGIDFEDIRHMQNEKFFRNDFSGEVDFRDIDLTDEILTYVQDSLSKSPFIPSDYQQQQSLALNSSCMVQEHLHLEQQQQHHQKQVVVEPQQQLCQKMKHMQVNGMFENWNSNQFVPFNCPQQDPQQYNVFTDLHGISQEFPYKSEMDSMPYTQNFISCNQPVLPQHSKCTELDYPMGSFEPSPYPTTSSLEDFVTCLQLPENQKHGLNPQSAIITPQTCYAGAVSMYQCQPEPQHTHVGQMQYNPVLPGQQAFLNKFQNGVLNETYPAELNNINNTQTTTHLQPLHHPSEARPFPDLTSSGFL
Starred values were filed as active, the others as inactive; ? = inconclusive; · = not tested or not shown.

compound,procasp7 counter,proCasp3 act,RPL19A-GFP yeast,LAP4-GFP MLPCN,AHR act,Yeast superoxide,GASC-1 inh,MEP2-GFP yeast
CC1Cc2ccccc2N1C(=O)COC(=O)c1n[nH]c(=O)c2ccccc12 (stereo not given),-11,2,90,87,0,100,7,93
Oc1ccc(N=Cc2ccc(-c3cccs3)s2)cc1,24,35*,96,98,1,131,17,104
O=C(c1cc(-c2ccco2)nc2ccccc12)N1CCN(Cc2ccccc2)CC1,-5,2,102,103,21,101,0,102
COc1cccc(N(C(=O)C2CSC(=O)C2)C(C(=O)NC(C)(C)C)c2ccncc2)c1 (stereo not given),3,-1,96,?,-3,100,10,82
O=C(O)C1CCCCN1S(=O)(=O)c1cccc2nsnc12 (stereo not given),2,1,101,87,0,97,-2,85
COc1cccc(NC(=O)Cn2c(=O)n(CCC(=O)NC3CCN(Cc4ccccc4)CC3)c(=O)c3ccccc32)c1,2,9,99,94,0,89,0,95
CC(C)c1ccc(N2CC(C)(C)C2=O)cc1,9,0,94,97,-2,125,5,96
Cn1nccc1NC(=O)COCC(=O)O,8,1,100,110,-1,111,0,97
Cc1c(OC(C)C(=O)NCC(O)c2ccccc2)ccc2c3c(c(=O)oc12)CCC3 (stereo not given),14,-2,104,99,-1,97,-22,99
COc1cc(OC)cc(C(=O)NCC(=O)N2CCN(Cc3ccccc3)CC2)c1,5,12,91,93,1,118,-20,89
Cc1occc1C(=O)/C(C#N)=C/c1ccc(O)c(Br)c1,8,3,99,86,0,100,-15,118
CC1=C(C(=O)NCc2ccccc2)C(c2cccnc2)n2ncnc2N1 (stereo not given),5,-5,87,90,2,102,0,89
CCc1ccc(S(=O)(=O)N/N=C\c2ccc([N+](=O)[O-])o2)cc1,·,·,125,88,·,107,-8,105
Cc1nnc(NC(=O)C(C)Sc2nnc(CCNC(=O)c3ccccc3F)n2C)s1 (stereo not given),-4,2,98,93,-3,91,6,102
O=[N+]([O-])c1ccccc1-c1ccc(/C=N/n2cnnc2)o1,0,-5,110,111,30,89,0,112
COc1ccc(N(CC(=O)N2CCOCC2)S(C)(=O)=O)cc1,-8,-3,104,95,1,101,4,110
Cc1c(C(=O)NNC(=O)Nc2ccc([N+](=O)[O-])cc2)oc2ccccc12,5,-2,101,94,12,94,1,102
O=C(CSC1=NC2(CCCCCC2)N=C1c1ccccc1)Nc1ccc2c(c1)OCCO2,1,15,100,104,-1,84,0,103
CCCOc1ncnc2c1[nH]c1ccc(C)cc12,9,1,92,141,2,92,-2,100
CCOC(=O)CSCC(NC(=O)OC(C)(C)C)C(=O)OCC (stereo not given),9,-9,84,126,-11,137,-11,148
O=C(c1cc2c([nH]c1=O)CCCC2)N1CCc2c([nH]c3ccccc23)C1c1ccccc1F (stereo not given),8,5,91,109,10,93,6,110
CC1CCN(c2ccc(C(=O)Nc3nnc(C4CC4)s3)cc2[N+](=O)[O-])CC1,7,8,103,95,5,114,-21,104
COc1ccc(/C=N/NC(=O)C2(O)c3ccccc3-c3ccccc32)cc1,1,-2,102,98,8,89,4,99
O=C(Cc1ccc(Br)cc1)N1CCOCC1,0,1,94,82,-1,101,-7,92
CNC(=O)CN1C(=O)NC2(CCc3ccccc32)C1=O (stereo not given),10,7,97,98,2,104,-3,102
CC(C)c1nc2sc3c(=O)[nH]cnc3c2c2c1CCC2,-5,-7,106,87,2,69,-5,103
CC(C)C1Cc2c(C#N)c(N)n(C)c(=S)c2CO1 (stereo not given),-6,4,103,103,6,96,34,100
CSc1ncccc1C(=O)OCC(=O)NC(C)(C)C,2,6,109,102,0,135,3,103
Cc1cccc(COCC(Cc2ccccc2)N2CCN(C(=O)c3cc(Cl)cc(Cl)c3)CCC2=O)c1 (stereo not given),4,3,93,130,6,106,1,88
COc1ccc(S(=O)(=O)N2CCN(C(=O)NCc3ccc(OC)c(OC)c3)CC2)cc1,4,-2,101,92,0,98,6,101
COc1cc(NC(=O)COC(=O)c2cnccn2)c(C)cc1[N+](=O)[O-],6,3,92,107,8,99,1,94
O=C(Cn1nc(-c2ccccc2Cl)ccc1=O)Nc1ccccc1-c1ccccc1,9,12,95,107,4,106,4,117
CCOC(=O)CNNC(=O)Nc1ccc(Cl)c(Cl)c1,-3,2,96,98,3,79,-11,99
O=C(NC(=S)Nc1ccc2[nH]c(=O)[nH]c2c1)c1cccc(F)c1,-13,1,107,96,5,79,1,108
CCN1CCN(C(=O)c2[nH]c3ccc(OC)cc3c2C)CC1,-7,3,110,98,0,94,-21,106
O=C1c2ccccc2S(=O)(=O)c2cc(C(=O)N3CCN(C(=O)c4ccccc4)CC3)ccc21,-1,-4,104,107,4,98,10,96
CCN(CC)C(=O)N1CCN(S(=O)(=O)c2ccc(C)cc2)CC1,11,6,100,104,-3,118,-4,103
CCOCCOC(=O)c1ccc(-n2cncn2)nc1,2,6,105,101,0,104,-2,111
Cc1nn(-c2ccccc2)c(=S)c2ccccc12,1,4,99,85,14,99,4,100
CC(NC(=O)C1C2C=CC(C2)C1C(=O)O)c1ccccc1 (stereo not given),14,5,100,98,1,109,-5,102
Cc1cc(C)c2c(N)c(C(=O)NN3CC(=O)N(c4ccccc4)CC3=O)sc2n1,6,-1,95,104,1,106,-19,93
N#Cc1c(C(F)(F)F)cc(-c2ccccc2)nc1SCC(=O)N1CCOCC1,-2,4,102,86,9,94,-8,105
CC(OC(=O)c1ccc(NC(=O)CC#N)cc1)C(=O)Nc1nc(-c2ccccc2)cs1 (stereo not given),12,6,82,71,5,105,-17,75
O=C(NCC1CCOCC1)c1ccc2nc(Cc3cccc(Cl)c3)oc2c1,0,-1,106,94,4,116,2,101
CC(C)[C@H](NC(=O)c1ccccc1F)C(=O)NNC(=O)c1cccs1,1,2,97,98,1,96,0,97
COC(CN(C)S(=O)(=O)c1cc2c3c(c1)CCC(=O)N3CCC2)OC,-2,5,100,94,-2,92,-6,94
CC(=O)Nc1ccc(S(=O)(=O)NC2=C(N3CCN(c4ccc(F)cc4)CC3)C(=O)c3ccccc3C2=O)cc1,-8,-3,91,83,85*,106,2,94
COc1cc(-c2nc3cnccn3c2Nc2ccccc2)ccc1O,-8,-3,101,100,2,103,-19,111
O=C(NC1CCCC1)c1cc2nc(-c3ccccc3)cc(-c3ccccc3)n2n1,6,1,94,100,1,109,5,89
O=C(COC(=O)[C@@H]1CCCN1S(=O)(=O)c1ccccc1F)NCc1ccc2c(c1)OCO2,3,4,99,99,0,90,·,98

Reformatted as labelled records: part of the list above.
> N#Cc1c(C(F)(F)F)cc(-c2ccccc2)nc1SCC(=O)N1CCOCC1
  procasp7 counter = -2
  proCasp3 act = 4
  RPL19A-GFP yeast = 102
  LAP4-GFP MLPCN = 86
  AHR act = 9
  Yeast superoxide = 94
  GASC-1 inh = -8
  MEP2-GFP yeast = 105
> CC(OC(=O)c1ccc(NC(=O)CC#N)cc1)C(=O)Nc1nc(-c2ccccc2)cs1 (stereo not given)
  procasp7 counter = 12
  proCasp3 act = 6
  RPL19A-GFP yeast = 82
  LAP4-GFP MLPCN = 71
  AHR act = 5
  Yeast superoxide = 105
  GASC-1 inh = -17
  MEP2-GFP yeast = 75
> O=C(NCC1CCOCC1)c1ccc2nc(Cc3cccc(Cl)c3)oc2c1
  procasp7 counter = 0
  proCasp3 act = -1
  RPL19A-GFP yeast = 106
  LAP4-GFP MLPCN = 94
  AHR act = 4
  Yeast superoxide = 116
  GASC-1 inh = 2
  MEP2-GFP yeast = 101
> CC(C)[C@H](NC(=O)c1ccccc1F)C(=O)NNC(=O)c1cccs1
  procasp7 counter = 1
  proCasp3 act = 2
  RPL19A-GFP yeast = 97
  LAP4-GFP MLPCN = 98
  AHR act = 1
  Yeast superoxide = 96
  GASC-1 inh = 0
  MEP2-GFP yeast = 97

Next results follow:
compound,procasp7 counter,proCasp3 act,RPL19A-GFP yeast,LAP4-GFP MLPCN,AHR act,Yeast superoxide,GASC-1 inh,MEP2-GFP yeast
O=C(NN1C(=O)C2C3c4ccccc4C(c4ccccc43)C2C1=O)c1ccccc1 (stereo not given),-3,3,104,93,-2,107,5,106
O=[N+]([O-])c1cc([N+](=O)[O-])c(Oc2ccccc2F)cc1NN1CCCCC1,12,4,102,107,-2,102,10,97
O=C(Cc1ccccc1F)Nc1cccc(S(=O)(=O)N2CCOCC2)c1,5,3,103,103,1,89,4,105
COC(=O)c1ccc(C(=O)OC)c(N)c1,1,1,106,107,-2,71,·,103
Nc1c([N+](=O)[O-])cnnc1-c1ccccc1,-1,3,99,96,-4,118,-73,110
O=C(O)c1ccc(N=Cc2c(O)ccc3ccccc23)cc1,-5,2,108,89,18,99,6,104
C=CCn1c(-c2cccnc2Cl)nc2ccccc21,6,13,103,107,-3,96,-5,106
Brc1ccc(CSc2ncn[nH]2)cc1,7,-1,97,102,2,103,-4,100
COc1ccc(-c2cc(=O)oc3c(C)c(OCC(=O)N(C)C)ccc23)cc1,11,4,98,97,6,90,-3,108
O=C(NCCC1=CCCCC1)C(c1ccccc1)c1ccccc1,-4,1,101,95,0,97,-10,102
Cc1onc(-c2ccccc2Cl)c1C(=O)Nc1ccc(S(=O)(=O)NCC2CCCO2)cc1 (stereo not given),-5,4,104,101,-1,96,-8,103
O=C(Nc1ccc(Br)cc1)c1cccc(NC(=O)C2C3CC4OC(=O)C2C4C3)c1 (stereo not given),12,-1,99,98,10,90,13,104
CCSc1nnc(NC(=O)c2ccc(S(=O)(=O)N(C)C)cc2)s1,9,-3,95,100,9,101,2,96
CC(C)(OC(=O)c1ccc(C#N)cc1)c1cc2ccccc2c(=O)o1,-4,-1,99,100,-1,110,-5,91
CCOC(=O)C1(CCCc2ccccc2)CCN(C(=O)CCn2cncn2)CC1,3,-3,98,113,-1,118,-4,95
O=C(NCc1cccc(Cl)c1)c1ccco1,-2,8,94,102,5,112,-7,97
CC(NC(=O)CN(c1ccc(F)cc1)S(C)(=O)=O)c1ccccc1 (stereo not given),3,3,105,86,1,102,-1,102
CN(CC(=O)NCC1CCCCC1)CC(=O)Nc1ccccc1Br,-12,-1,92,94,3,118,9,101
CC(OC(=O)c1ccc(S(=O)(=O)N2CCCCC2)cc1)C(=O)Nc1ccc(C(N)=O)cc1 (stereo not given),0,-4,97,95,0,92,·,90
CN(C)c1ccc(CNc2nc3ccccc3s2)cc1,4,6,106,96,-5,102,-3,109
CCN(CC(=O)NCCCN1CCOCC1)S(=O)(=O)c1ccc(Cl)cc1,-1,4,97,91,-1,99,-13,100
Cc1ccc(-c2cc(C(=O)OCC(=O)Nc3cc(C)on3)c3ccccc3n2)c(C)c1,14,0,99,92,4,110,-11,105

Screening results deposited in PubChem by several laboratories.
